Compound activity (PubChem BioAssay)
aSyn tox rescue = alpha-synuclein toxicity suppression in yeast | AID 1347070 | 94,000 tested, 0.02% active | S. cerevisiae alpha-synuclein toxicity rescue, BacTiter-Glo growth, 24 h | Potency, µM (top dose mostly 46.1 µM), inactives show at the highest dose growth rescue (activation), hits mostly activators; active means well fitted activation curve with a large enough effect; inconclusive means small, poorly fitted or top-dose-only effect; further: 0% is about no effect
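Growth restoration measured by BacTiter-Glo luminescence after 24 hr at 30 deg C; alpha-synuclein yeast, raffinose-pregrown to mid-log, were added at OD600=0.02 in galactose medium onto pinned compounds.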
The depositor's hits bear a star; ? = inconclusive; [ ] = remark or other dose. Potency means the concentration at half of the fitted maximal effect.

SMILES	aSyn tox rescue
O=C(NCCCN1CCOCC1)c1ccc2c(=O)n(-c3ccc(F)c(Cl)c3)c(=S)[nH]c2c1	0%
COCCNc1oc(-c2ccc(OC)cc2)nc1C#N	1%
CC(=O)Nc1nc2c(s1)C(=O)NCCC2	3%
Cc1c(NC(=O)c2ccccc2F)cccc1-c1nc2cccnc2s1	-9%
COc1ccc(OCC2c3cc(OC)c(OC)cc3CCN2C(=O)COc2ccc(Cl)cc2Cl)cc1 (stereo not given)	5%
CCOc1ccccc1CNC(=O)C1CCCN(c2ncnc3onc(-c4ccc(F)cc4)c23)C1 (stereo not given)	3%
COc1ccccc1OCc1nnc(SCC(=O)N2CCCC2)o1	-9%
Cc1ccc(-n2c(-c3ccc(Br)cc3)nc3c(cnn3-c3ccccc3)c2=O)cc1	17%
Cc1ccc(-c2cc3nc(-c4ccccc4)cc(C(F)(F)F)n3n2)cc1	2%
CCOC(=O)CCNC(=O)N1CCC(CCOc2ccccc2)(C(=O)OCC)CC1	9%
O=C1CCc2cc(S(=O)(=O)N3CCCC3C(=O)N3CCN(c4ccccc4)CC3)ccc2N1 (stereo not given)	1%
CC(=O)c1ccc(NC(=O)CSc2nnc(N)s2)cc1	-5%
NS(=O)(=O)c1ccc(CCNC(=O)c2cccc3ccccc23)cc1	6%
COc1cccc2c(=O)n(CC(=O)N3CCCc4ccccc43)ccc12	5%
CC(=O)Nc1ccc(NC(=O)c2ccc3c(c2)CCN3S(=O)(=O)c2ccc(Cl)cc2)cc1	-5%
Cn1c(CNc2ccc(Br)cc2)nc2ccccc21	2%
CCN1C(=O)C2(C(C(=O)c3cc4ccccc4o3)=C(O)C(=O)N2CCCN(C)C)c2ccccc21 (stereo not given)	5%
COCCNC(=O)CN1C(=O)COc2ccc(S(=O)(=O)N3CCOCC3)cc21	-5%
CCNC(=S)N(CCc1c(C)[nH]c2ccc(C)cc12)Cc1cccs1	?
COC(=O)c1sccc1S(=O)(=O)N(CC(=O)NCc1ccc(F)cc1)c1ccc(C)c(C)c1	4%
C[C@@H]1CN([C@@H](C)CO)C(=O)CCCn2nncc2CO[C@H]1CN(C)C(=O)C1CCCCC1	-2%
CCCCNC(=O)Cn1c2c(c(-c3ccccc3Cl)cc1=O)CCC2	-4%
CCc1ccc(CN(Cc2ccco2)c2cnc(S(C)(=O)=O)nc2C(=O)Nc2ccccc2Cl)cc1	-2%
Cc1ccc(-c2cc(N)n(-c3ccc(C)cc3)n2)cc1	-11%
CC1CCCC(C)N1C(=O)c1cc(-c2ccco2)on1 (stereo not given)	4%
CC(C)COc1ccc(C(=O)N(Cc2ccc(N(C)C)cc2)Cc2ccco2)cc1	-18%
CN(C)C(=O)N1CCC(C(=O)N2CCCC(C(=O)c3cccc4ccccc34)C2)CC1 (stereo not given)	4%
Nc1nnc(-c2cccc([N+](=O)[O-])c2)s1	6%
CCOC(=O)c1cccc(NS(=O)(=O)c2cc(Br)cc3c2N(C(=O)C2CC2)CC3)c1	0%
COCc1cc(=O)n2[nH]c(C)c(-c3ccc(Cl)cc3)c2n1	-13%
CCCc1nc(SCC(=O)Nc2nnc(SCC)s2)c2c(=O)n(C)c(=O)n(C)c2n1	11%
CCOc1cc(-c2ccc(OC(=O)c3ccccc3F)cc2)cc(=O)c2c(C)oc(C)c12	-44%[inhibitor]
CCCc1c(C(=O)N/N=C/c2ccc(OCc3ccc(F)cc3)cc2)nnn1-c1nonc1N	4%
CCCCOC(=O)CSc1nnc(-c2ccc(C)cc2)o1	10%
c1cnc2nc(-c3ccc4c(c3)OCO4)cn2c1	-7%
Cc1ccc(CN(C(=O)COc2ccccc2[N+](=O)[O-])c2ccccn2)cc1	16%
COC(=O)c1nnn(CC(=O)NC(=O)Nc2ccc(F)cc2)c1C(=O)OC	-5%
CCCCCCN1C[C@H](O)[C@@H](n2cc(COC(=O)c3ccccc3)nn2)C[C@@H]1c1ccccc1	8%
COc1cccc(NC(=O)Nc2cccc(C(=O)O)c2)c1	-5%
Cc1ccc(N2CC(NC(=O)C3CCCC3)CC2=O)cc1 (stereo not given)	-3%
COc1cc(C(=O)NCCc2csc3nc(-c4ccccc4C)nn23)cc(OC)c1OC	-6%
Cc1cc(C)c([N+](=O)[O-])cc1NC(=O)CCS(=O)(=O)c1ccccc1	2%
Cc1c(C(=O)NCc2ccc(F)cc2)sc2nc3n(c(=O)c12)CCC3	0%
CSc1ccccc1NC(=O)CN(C)C(=O)CNC(=O)c1ccc(Oc2ccccc2)cc1	5%
CN(c1ccc(Cl)cc1)S(=O)(=O)c1nnc(NC(=O)c2ccco2)s1	-4%
CCCCN(C(=O)c1cccc(-n2cnnn2)c1)c1c(N)n(CCCC)c(=O)[nH]c1=O	5%
Cc1ccc(CCNc2nc3ccccc3c3nc(-c4ccccc4)nn23)cc1	-8%
Cn1cc(Br)c(-c2cccc(NC(=O)CCCC(=O)O)c2)n1	14%
COc1cc(/C=C2\CCC(C3CCCC3)C2=O)cc(OC)c1OC (stereo not given)	3%
Cc1cnc2c(c1SCC(=O)NCc1ccccc1Cl)c(=O)n(C)c(=O)n2C	-9%
O=C(COC(=O)/C=C/c1ccc(S(=O)(=O)N2CCc3ccccc32)cc1)NC1CCS(=O)(=O)C1 (stereo not given)	-2%
COc1ccc(NC(=O)Cn2c(=O)n(-c3ccc(C)c(C)c3)c(=O)c3c(C)c(C)sc32)cc1	-1%
Cc1ccc(S(=O)(=O)N2CCC(NC(=O)c3cccc(C)c3)CC2)cc1	0%
O=C(NCc1ccc(F)cc1)c1ccc(CSCc2cccc(Cl)c2)o1	6%
COc1ccc(C)cc1NC(=O)c1ccc2c(Cl)c3c(nc2c1)CCC3	-3%
Cc1ccc(S(=O)(=O)N(C)C[C@H]2OCc3cn(nn3)CCCC(=O)N([C@H](C)CO)C[C@@H]2C)cc1	5%
Cn1cnc(S(=O)(=O)N2CCCC(C(=O)NCc3ccccc3)C2)c1 (stereo not given)	0%
O=C(NCC1CCCN1S(=O)(=O)c1cccs1)C(=O)Nc1cccc(F)c1 (stereo not given)	0%
O=C(NC1CCCCC1)/C(=C/c1ccc(Cl)cc1)NC(=O)c1ccccc1	-6%
Cc1ccc(-c2nc3n(n2)C(c2ccccc2Cl)C=C(c2ccc(Cl)cc2)N3)cc1 (stereo not given)	-11%

The list goes on:
SMILES	aSyn tox rescue
COc1cc2c(cc1OC)C(COc1ccc(F)cc1)N(C(=O)Cc1ccc(F)cc1)CC2 (stereo not given)	6%
Cn1ncc(N2CCN(C(=O)c3ccc(Cl)cc3)CC2)c(Cl)c1=O	2%
O=C(Nc1cc(Cl)ccc1Cl)c1cc(-c2ccco2)on1	8%
COc1ccc(C(CNC(=O)COc2cc(C)cc(C)c2)N2CCOCC2)cc1 (stereo not given)	6%
O=C(Cn1c(=O)nc(-c2ccccc2)c2ccccc21)NCc1ccc(F)cc1	-4%
COc1ccc(OC)c(NC(=O)Cc2c(C(=O)O)[nH]c3ccc(Cl)cc23)c1	-6%
O=C1c2ccccc2C(=O)N1Cc1ccccc1F	6%
Clc1ccc(/C=N/Nc2ncnc3nc[nH]c23)cc1	-3%
C=CCNc1nnnc2c1sc1nc(N3CCOCC3)c3c(c12)CCCC3	-9%
CCOC(=O)C1CCCN(C(=O)c2ccc3c(c2)sc2nc(-c4cccc(OC)c4)cn23)C1 (stereo not given)	8%
Cc1ccc(C)c(N2CCN(S(=O)(=O)c3ccc(F)c(C(=O)Nc4ccc(Cl)cc4Cl)c3)CC2)c1	3%
COc1ccc(NC(=O)C(=O)c2cc(C)n(-c3ccc(C)cc3)c2C)cc1Cl	-8%
C[C@H]1CN([C@@H](C)CO)C(=O)CCCn2cc(nn2)CO[C@@H]1CN(C)C(=O)Nc1cccc(F)c1	-1%
O=C(CCSc1ccc(Cl)cc1)N1CCN(c2ccc(O)cc2)CC1	11%
C=CCn1c(NCc2cc(C)ccc2O)nc2ccccc21	-5%
COC(=O)c1ccc(NC(=O)c2cccc3c2C(=O)N(C2CCCCC2)C3)cc1	-10%
Cc1cc(C)cc(NC(=S)N2CCC(N(C)CC3CCCO3)CC2)c1 (stereo not given)	10%
Cc1cccc(OCC(=O)NNC(=O)Cn2c(=O)cnc3ccccc32)c1	-7%
CCCOc1ccc(CNC(=O)Cn2ncn3c(cc4sc(CC)cc43)c2=O)cc1	6%
Cc1oc2c(cc(NS(=O)(=O)c3ccc(Cl)cc3)c3ccccc32)c1C(=O)OCc1ccccc1	8%
CCOC(=O)C1CCCN(C(=O)c2cccc([N+](=O)[O-])c2C)C1 (stereo not given)	-8%
COC(=O)c1scc(-c2ccc(C)cc2)c1S(=O)(=O)Nc1cc(C)ccc1OC	-6%
COCC(=O)OCc1cc2cccc(C)c2[nH]c1=O	-4%
Cc1ccc2[nH]c(CSc3nnc(NC(=O)COc4ccc(F)cc4)s3)cc(=O)c2c1	-6%
CCN(CC)S(=O)(=O)c1ccc(Cl)c(NC(=O)CCCCl)c1	5%
COc1ccc(NC(=O)c2noc3c2CSc2ccccc2-3)cc1Cl	-2%
COc1ccccc1N1CCN(c2ncnc3c2nnn3C)CC1	3%
CCC(Sc1nc2ccsc2c(=O)n1Cc1ccc(C(=O)O)cc1)C(=O)Nc1ccc(Cl)cc1 (stereo not given)	-32%[inhibitor]
CCCCN(C(=O)COC(=O)COc1c(C)cc(C)cc1C)c1c(N)n(CCC)c(=O)[nH]c1=O	4%
CCS(=O)(=O)c1ncc(Cl)c(C(=O)NCc2ccccc2)n1	2%
COC(=O)c1ccc2c(=O)n(CCCCCC(=O)NCCc3ccc(Cl)cc3)c(=O)[nH]c2c1	-7%
Cc1nn(CCC(=O)Nc2ccccc2Br)c(=O)c2nn(-c3ccccc3)c(C)c12	-5%
CC1=C(C(=O)N(C)C)CC(CC(=O)NC2CC2)C(=O)N1CCC1=CCCCC1 (stereo not given)	-3%
Cc1ccc(C(=O)CN2C(=O)C(=O)N(Cc3ccccc3)C2=O)cc1	-7%
Cc1nc(SCC(=O)N2CCOCC2)c2c(=O)n(C)c(=O)n(C)c2n1	7%
CC(=O)N1CCc2c(sc3c2c(=O)n(-c2ccc(F)cc2)c(=O)n3Cc2ccc(C#N)cc2)C1	-3%
O=C(O)c1c(-c2ccccc2)oc2ccc(OCc3ccc(Cl)c(Cl)c3)cc12	-7%
C/C=C/C(=O)N1c2ccccc2C(C)=CC1(C)C	-1%
COc1ccccc1CNC(=O)CCC(=O)n1ncc2cc(C)ccc21	4%
Nc1ccc(C(=O)OCCCc2nc3cc4ccccc4cc3[nH]2)cc1	8%
O=c1cc(N2CCN(c3ccc(F)cc3)CC2)[nH]c(=O)n1-c1ccc(Br)cc1	-2%
COc1ccc(CNC(=O)CCC(=O)N2CC3CCCN3c3ccccc32)cc1 (stereo not given)	-11%
Cc1ccc(CCNC(=O)c2ccc3c(Cl)c4c(nc3c2)CCCC4)cc1	4%
CCOC(=O)c1c(C)oc2ncnc(NCCCN3CCN(c4cc(C)ccc4C)CC3)c12	7%
C=CCN1C2CCCC1CC(NC(=O)Nc1cc(C)cc(C)c1)C2 (stereo not given)	2%
O=C(CSc1ccc2nc(-c3ccccc3)cn2n1)Nc1ccccc1	-8%
COc1ccccc1N1CCN(C(c2cccs2)C(C)NS(=O)(=O)c2ccccc2)CC1 (stereo not given)	3%
CCc1ccc(CNC(=O)Cc2ccc(NC(=O)N3CCSc4ncccc43)cc2)cc1	-5%
Cc1ccccc1C(=O)OCC(=O)N1CC(=O)Nc2ccccc21	-7%
O=C(NCCc1nc2ccccc2n1Cc1c(F)cccc1Cl)c1ccco1	5%
Cc1ccc(NC(=S)NCC(C)CSc2ccc(Cl)cc2)cc1 (stereo not given)	2%
CC(=O)Nc1ccc(S(=O)(=O)Nc2cc(S(=O)(=O)N3CCCCC3)ccc2O)cc1	-10%
CC(=O)N1CCN(c2cc(-c3ccccc3)nc3cc(-c4cccc(Cl)c4)nn23)CC1	29%
CCOc1ccc(NC(=O)CC2C(=O)N(c3cccc(C)c3)C(=O)N2Cc2cccnc2)cc1 (stereo not given)	2%
O=C(COC(=O)C1CCN(c2ccc(C(F)(F)F)cn2)CC1)c1cccc(Br)c1	-5%
O=C(NCCc1ccc(Cl)cc1)c1ccc2c(c1)N(Cc1cccc(Cl)c1)C(=O)c1ccccc1S2(=O)=O	-8%

Gathered by group: those above containing a furan ring, fused or not.
SMILES	aSyn tox rescue
CCN1C(=O)C2(C(C(=O)c3cc4ccccc4o3)=C(O)C(=O)N2CCCN(C)C)c2ccccc21 (stereo not given)	5%
CCc1ccc(CN(Cc2ccco2)c2cnc(S(C)(=O)=O)nc2C(=O)Nc2ccccc2Cl)cc1	-2%
CC1CCCC(C)N1C(=O)c1cc(-c2ccco2)on1 (stereo not given)	4%
CC(C)COc1ccc(C(=O)N(Cc2ccc(N(C)C)cc2)Cc2ccco2)cc1	-18%
CCOc1cc(-c2ccc(OC(=O)c3ccccc3F)cc2)cc(=O)c2c(C)oc(C)c12	-44%[inhibitor]
CN(c1ccc(Cl)cc1)S(=O)(=O)c1nnc(NC(=O)c2ccco2)s1	-4%
O=C(NCc1ccc(F)cc1)c1ccc(CSCc2cccc(Cl)c2)o1	6%
O=C(Nc1cc(Cl)ccc1Cl)c1cc(-c2ccco2)on1	8%
Cc1oc2c(cc(NS(=O)(=O)c3ccc(Cl)cc3)c3ccccc32)c1C(=O)OCc1ccccc1	8%
O=C(O)c1c(-c2ccccc2)oc2ccc(OCc3ccc(Cl)c(Cl)c3)cc12	-7%
CCOC(=O)c1c(C)oc2ncnc(NCCCN3CCN(c4cc(C)ccc4C)CC3)c12	7%
O=C(NCCc1nc2ccccc2n1Cc1c(F)cccc1Cl)c1ccco1	5%

Exported field by field: 3 of the compounds above.
> C/C=C/C(=O)N1c2ccccc2C(C)=CC1(C)C
  aSyn tox rescue: -1%

> COc1ccc(CNC(=O)CCC(=O)N2CC3CCCN3c3ccccc32)cc1 (stereo not given)
  aSyn tox rescue: -11%

> Cc1ccc(C)c(N2CCN(S(=O)(=O)c3ccc(F)c(C(=O)Nc4ccc(Cl)cc4Cl)c3)CC2)c1
  aSyn tox rescue: 3%

Some of the compounds tested. The share of hits here may be higher or lower than overall.
